Screens: PubChem, several laboratories
MC4R antag cAMP = blocks human MC4R cAMP signaling | inhibition, % at 6.5 µM | P32245 | actives 0.48% (n = 360,000) | MC4R-expressing cells, MTII-stimulated cAMP, LANCE TR-FRET;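 active = inhibition above its plate's cutoff, the mean of tested wells on that plate plus 3 SD, cut at about 29% in these data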;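 also: 0% = Melanotan II alone and 100% = Melanotan II plus saturating MCL0020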
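System: U2OS-MC4R stable cell line; Technique: Eu-cAMP/anti-cAMP TR-FRET, emission 671 nm; Repeats: single well per compound; Also added: Melanotan II; Dosing: one concentration, 6.5 µM nominal; Schedule: 30-min compound, 1-h challenge, 1-h detection, room temperature.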
MC4R barr agon = agonists of human melanocortin 4 receptor (MC4R) beta-arrestin | U2OS MC4R beta-arrestin complementation, luminescence; percent of melanotan II response, DMSO zero | AID 540308 | activation, % at 8.9 µM | actives 0.98% (n = 360,000) | P32245;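 active = activation above a per-plate cutoff, the mean activation of sample wells on that plate plus 3 SD, cut at about 8% in these data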
NOD2 RIPK2 PPI = inhibitors of human NOD2-RIPK2 interaction; O43353; CHO BLA complementation NOD2-RIPK2, CCF4 ratio; inhibition, % at 4.98 µM; actives 0.38% (n = 360,000); AID 624267; in the data active = inhibition above about 21%;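 also: 0% = vehicle only and 100% = reference blocker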
aDG glyco up = increases alpha dystroglycan glycosylation | Pro5-aDG cells, alpha-DG glycosylation AlphaScreen (IIH6); 0% Pro5, 100% B10-LARGE cell signal | actives 0.22% (n = 360,000) | activation, % at 10 µM;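 active = activation of at least 8% versus controls, or a plate z-score of at least 8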;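 also: Pro5 are CHO cells carrying HIG-tagged alpha-DG that lacks glycosylation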
ABHD5-PLIN5 inh = ABHD5-PLIN5 protein interaction inhibition; Q00G26+Q8WTS1; Split G. princeps luciferase complementation, luminescence, 4 h; inhibition, % at 4 µM; actives 0.78% (n = 360,000); AID 602281;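 active = inhibition above the mean inhibition across every tested compound plus 3 SD, cut at about 22% in these data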;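 also: 0% = DMSO only wells and the 100% control is not disclosed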
TLR9-MyD88 inh = TLR9-MyD88 interaction inhibition. inhibition, % at 4.98 µM. Q9NR96+Q99836. actives 0.21% (n = 340,000). CHO BLA complementation TLR9-MyD88, CCF4 FRET ratio;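 active = inhibition above the mean over all tested compounds plus 3 SD, cut at about 21% in these data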;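 also: 0% = DMSO only wells and 100% = clavulanate BLA inhibitor control wells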
Target sequence (Q99836 whole entry, looked up): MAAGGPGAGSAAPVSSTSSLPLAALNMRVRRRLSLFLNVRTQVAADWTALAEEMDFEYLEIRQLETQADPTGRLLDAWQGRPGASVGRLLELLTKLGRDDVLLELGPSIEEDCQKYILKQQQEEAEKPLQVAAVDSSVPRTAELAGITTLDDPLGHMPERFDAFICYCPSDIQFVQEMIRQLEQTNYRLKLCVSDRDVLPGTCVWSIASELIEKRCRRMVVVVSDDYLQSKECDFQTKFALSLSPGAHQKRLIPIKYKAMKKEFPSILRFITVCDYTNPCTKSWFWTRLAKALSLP
Target sequence (Q9NR96 whole entry, looked up): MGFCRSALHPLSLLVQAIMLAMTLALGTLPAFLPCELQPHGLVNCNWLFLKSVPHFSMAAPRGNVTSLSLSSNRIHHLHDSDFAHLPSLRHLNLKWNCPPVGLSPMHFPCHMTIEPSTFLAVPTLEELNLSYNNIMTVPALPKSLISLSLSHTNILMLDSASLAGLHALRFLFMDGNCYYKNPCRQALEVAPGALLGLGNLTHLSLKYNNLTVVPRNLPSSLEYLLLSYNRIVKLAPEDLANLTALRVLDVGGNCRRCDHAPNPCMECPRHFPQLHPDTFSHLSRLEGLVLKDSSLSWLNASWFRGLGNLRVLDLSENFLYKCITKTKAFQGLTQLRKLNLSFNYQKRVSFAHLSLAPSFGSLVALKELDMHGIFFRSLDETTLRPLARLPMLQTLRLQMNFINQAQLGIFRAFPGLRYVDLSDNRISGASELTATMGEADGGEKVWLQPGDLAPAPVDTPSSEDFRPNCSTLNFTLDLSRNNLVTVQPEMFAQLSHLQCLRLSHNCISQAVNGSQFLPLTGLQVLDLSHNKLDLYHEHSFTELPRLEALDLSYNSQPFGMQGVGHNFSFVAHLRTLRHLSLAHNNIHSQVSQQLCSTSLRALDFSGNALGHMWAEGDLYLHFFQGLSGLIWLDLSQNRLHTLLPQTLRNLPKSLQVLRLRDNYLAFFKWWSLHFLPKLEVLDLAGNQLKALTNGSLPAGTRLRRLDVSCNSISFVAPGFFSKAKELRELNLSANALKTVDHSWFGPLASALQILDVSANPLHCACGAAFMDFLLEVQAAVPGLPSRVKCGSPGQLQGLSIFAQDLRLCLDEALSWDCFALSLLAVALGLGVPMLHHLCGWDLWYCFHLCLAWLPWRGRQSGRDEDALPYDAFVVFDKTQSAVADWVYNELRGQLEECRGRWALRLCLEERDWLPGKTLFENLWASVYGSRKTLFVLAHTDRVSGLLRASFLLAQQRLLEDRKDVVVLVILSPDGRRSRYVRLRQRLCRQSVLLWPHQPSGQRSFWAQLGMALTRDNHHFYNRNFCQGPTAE
Exocytosis inh = blocks lytic granule exocytosis | TALL-104 LAMP-1 surface exposure, flow cytometry; cells stimulated with thapsigargin and PMA | inhibition, % at 10 µM | actives 0.66% (n = 360,000) | AID 651702;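 active = inhibition above about 55%, limit read from the data; inconclusive = no clear call, values can overlap the other calls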
Glyco luc inh = blocks N-linked glycosylation in D54 reporter cells | D54 ERlucT glycosylation luciferase reporter, 24 h; percent of 100 nM tunicamycin response | reporter increase, % at 12.5 µM | actives 0.23% (n = 360,000);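 active = mean luciferase reporter signal, scaled so untreated is 0 and the glycosylation-blocking control 100, at or above a set limit in every replicate; inconclusive = mean reaches the limit but not every replicate does; inactive = mean below the limit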;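 also: luciferase carries N-glycosylation sites so blocking glycosylation raises the light; 0% = median of neutral control wells and 100% = median of 100 nM tunicamycin wells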
ABCB6 inh MLPCN = human ABCB6 transporter inhibition | Q9NP58 | K562-ABCB6 porphyrin accumulation, flow cytometry, 1 h; active compounds read low | fluorescence ratio to DMSO, % at 10 µM | actives 0.19% (n = 360,000) | AID 602162;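 active = fluorescence ratio to DMSO below 75%, the collection mean minus 3 SD; inconclusive = too few cells collected in the well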;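 also: signal is porphyrin accumulated inside mitochondria; 100% equals median channel fluorescence of DMSO control wells; lower ratio means ABCB6 inhibition with less porphyrin fluorescence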
Vif inh = inhibitors of HIV Vif. HEK293T cells, Vif self-association by quenched fluorescence, imaging, 24 h. inhibition, % at 7.49 µM. actives 0.35% (n = 340,000). AID 602346; in the data active = inhibition above about 50%, passing the limit was not always enough; inconclusive = no clear call, values can overlap the other calls; inactive = below about 31%; also: some results filed as inactive read as strong as hits
An asterisk follows results filed as active; ? = inconclusive; · = not tested or not shown. Only part of the results is shown, so the mix of outcomes need not match the whole.

MC4R antag cAMP,MC4R barr agon,NOD2 RIPK2 PPI,aDG glyco up,ABHD5-PLIN5 inh,TLR9-MyD88 inh,Exocytosis inh,Glyco luc inh,ABCB6 inh MLPCN,Vif inh,compound
4,-0.8,2,-0.1,-3,-3,2,1,94,7,CC(=O)OCC1OC(n2c3c(cc(C#N)c2=S)CCCC3)C(OC(C)=O)C(OC(C)=O)C1OC(C)=O (stereo unspecified)
3,-0.8,-1,0.1,1,-7,1,0,87,10,O=c1oc2cc(Br)ccc2n1Cc1ccccc1
0,0.8,-2,0.0,9,0,-1,1,97,37,Cc1ccc(C2C(C(=O)c3sc(C)nc3C)=C(O)C(=O)N2CCN2CCOCC2)o1 (stereo unspecified)
8,-2.7,-1,-0.1,-2,-1,-2,3,106,-3,Cc1occc1C(=O)NNC1=CC(=O)CC(C)(C)C1
22,1.0,-5,0.2,-1,1,2,-1,101,-2,COc1ccc(CNC(=O)C(CC(C)C)NC(=O)c2ccccc2C)cc1 (stereo unspecified)
-1,0.1,-1,0.2,-5,5,0,4,95,-6,COc1ccc(N2CCN(CC(=O)N3CCC(C)CC3)CC2)cc1
0,1.2,3,-0.3,1,7,-1,1,94,12,C=CCn1c(Cc2ccc(OC)cc2)nnc1SCC(N)=O
1,-2.9,5,0.2,-4,-9,0,0,114,2,CC1Cc2cc(/C(O)=C3/C(=O)C(=O)N(Cc4ccncc4)C3c3ccc(N(C)C)cc3)ccc2O1 (stereo unspecified)
2,0.1,-21,0.0,7,2,-3,2,101,8,COc1cc(OC)cc(C(=O)Nc2ccc(S(=O)(=O)N3CCOCC3)cc2)c1
-4,-1.5,-3,-0.3,3,-11,0,2,98,10,Cc1n[nH]c(C)c1S(=O)(=O)N1CCN(C(=O)c2ccco2)CC1
-1,1.4,0,-0.3,11,-7,-2,0,86,-12,Cn1c(=O)c2c(nc(N3CCCCC3)n2CCSc2nc3ccccc3s2)n(C)c1=O
15,1.1,3,0.0,-8,-7,-3,0,98,-13,Cc1ccc(N=Cc2c(O)n(-c3nccs3)c(=O)c3ccccc23)cc1
13,-1.2,-2,-0.2,-7,-12,-9,2,96,-5,CC(C)CN(CC(C)C)C(=O)c1cc2c(=O)n3ccccc3nc2s1
3,-1.8,-8,-0.5,-1,-6,-2,2,87,-2,COc1cc(OC)cc(C(=O)N[C@H](C(=O)OCC(=O)NC(=O)c2cccn2C)C(C)C)c1
4,-0.2,3,0.0,-8,3,-8,2,99,6,NNC(=O)c1cc(Br)cs1
-1,3.6,11,0.0,4,-3,-3,1,97,1,N/C(=N\OC(=O)c1cc(-c2ccccc2)nc2ccccc12)c1ccncc1
8,-2.6,21*,0.5,-1,-1,0,3,91,3,Cc1cccc(NC(=O)CSCC(=O)Nc2cc(S(=O)(=O)N3CCOCC3)ccc2OC(C)C)c1
-14,1.2,-9,0.0,1,-1,13,-1,86,-7,CSc1ccc(/C=N/n2c(Cc3ccc(Br)cc3)n[nH]c2=S)cc1
6,-2.3,-2,-0.2,-1,-7,-1,-2,94,-3,CC1(C)NC(C)(C)c2nonc2/C1=N\O
2,-2.9,2,0.0,-2,-3,2,-2,102,-8,Cc1nc(Nc2ccccc2)sc1C
23,0.7,-4,0.8,-4,-3,4,-2,101,-3,O=C(CSc1nnc(-c2ccncc2)s1)Nc1ccccc1
-2,-0.9,2,-0.1,-3,-4,-6,2,96,-14,Cc1ccc(C)c(N2CCN(C(=O)Cn3c(=O)[nH]c4ccsc4c3=O)CC2)c1
-3,0.4,-8,-0.2,6,1,-1,7,93,-2,O=C(CCCn1c(=S)[nH]c2cc3c(cc2c1=O)OCO3)NCc1ccccc1Cl
-8,0.8,-13,0.2,16,-6,-3,2,105,2,Cc1nc2ccccc2n1CC(=O)N1CC(=O)Nc2ccccc21
4,0.5,-10,0.2,7,-17,2,0,98,-2,O=C(OCC(=O)c1ccc[nH]1)c1ccc(F)c(S(=O)(=O)N2CCOCC2)c1
2,0.5,-7,0.2,-2,·,-4,-6,96,-8,Nc1c(Cl)c(Cl)nc(C(=O)N/N=C/c2cccnc2)c1Cl
-3,-1.5,-2,-0.2,3,-5,-2,1,99,1,Cc1nn(C)cc1S(=O)(=O)NCc1ccc2c(c1)OCO2
-3,-0.1,1,0.2,4,·,-1,-1,95,-2,OC[C@@H]1CN(CCNc2ccccc2)C[C@H](n2cnc3c(NCc4ccncc4)ncnc32)O1
14,-4.8,8,0.0,-2,-2,8,2,100,3,COc1ccccc1-c1noc(COC(=O)c2ccc(Br)o2)n1
6,0.4,0,-0.5,-2,6,2,-3,96,-1,CCOC(=O)C1=C(N)n2c(s/c(=C\c3ccco3)c2=O)=C(C(=O)OC(C)C)C1c1ccco1 (stereo unspecified)
-3,-1.8,6,0.5,-5,-3,-1,0,96,0,COc1ccc(N=CC2=C(O)CC(C)(C)CC2=O)cc1
2,-2.6,9,-0.1,3,5,-6,2,93,-10,COC(=O)c1cc(NC(=O)CC2C(=O)NCCN2C(=O)c2ccc(F)cc2)cc(C(=O)OC)c1 (stereo unspecified)
·,·,-5,0.4,-1,·,-3,3,101,·,COc1ccc(-c2nc3c4ccccc4ccn3c2Cc2cccc(F)c2)cc1OC
14,3.8,8,0.0,-13,5,-4,2,96,-2,CC(=O)C(=Nc1cccc(Cl)c1)NNc1ccccc1C
-2,8.1,-12,0.1,2,-3,-2,0,98,·,Cc1oc(-c2ccccc2)cc1C(=O)Nc1ccc2ccccc2c1
0,-1.0,-6,-0.1,-7,1,-2,-2,101,-4,CC(C)NC(=O)CSc1nc2ccccc2n1CC(=O)N1CCc2ccccc21
7,1.6,-10,-0.5,-6,3,7,-5,97,12,CCCn1c(O)c(/C=C2\C=NN=C2c2ccccc2)sc1=S
-1,0.9,2,-0.1,2,2,0,1,?,-18,O=C(ONC1=NCCCCC1)c1ccc([N+](=O)[O-])cc1
14,0.7,-3,0.0,1,-9,-2,-3,99,-20,Cc1cccc(C)c1NC(=O)CSc1cc(C(=O)c2nccn2C)c2ccccc2n1
·,·,-3,0.1,-15,·,15,·,·,·,CC(C)c1cc(C(=O)NCc2ccc(F)cc2)c(N)s1
20,1.6,-9,0.0,-11,-7,3,0,105,11,COCCN1CCc2[nH]c(=S)[nH]c(=O)c2C1
5,-2.6,-11,0.1,9,-3,-1,1,96,22,COc1cc(C=NNC(=O)c2ccccc2NS(=O)(=O)c2cccs2)cc(OC)c1O
0,-1.5,0,0.1,3,-5,-3,-5,100,2,Nc1nc(SCc2ccccc2Cl)[nH]c(=O)c1-c1ccccc1
11,0.8,2,-0.1,-8,-6,4,0,103,-5,Cc1ccc(Cl)cc1N(CC(=O)NC(C)c1ccccc1)S(C)(=O)=O (stereo unspecified)
4,-0.1,-3,0.3,-4,8,-5,3,103,4,CCNC(=S)N1CCN(c2ccccn2)CC1
9,3.7,-6,-0.4,7,-3,-5,2,98,0,CCN1C(=O)C(CC(=O)Nc2cccc(C(C)=O)c2)S/C1=N\c1ccccn1 (stereo unspecified)
6,1.7,3,0.3,-1,7,12,-1,210,·,CN(C)c1nc(-c2ccc([N+](=O)[O-])cc2)cs1
2,0.1,-11,0.0,-1,-8,7,-2,102,-3,CCCc1nnc(SCC(=O)Nc2cccc(Cl)c2Cl)o1
-2,-1.0,-4,-0.1,-7,1,5,-1,99,-10,COc1ccc(C(=O)c2ccc(Br)cc2)cc1
3,-2.3,-5,0.1,4,-3,-2,4,100,-12,CCOC(=O)c1cccc(NC(=O)C2CCC(CNc3c(N4CCOCC4)c(=O)c3=O)CC2)c1 (stereo unspecified)
5,-0.7,-2,-0.1,54*,-4,33,4,99,4,Fc1ccc(C[n+]2csc3ccccc32)cc1
3,0.3,-14,0.3,6,-12,2,0,96,3,Cc1cc(C)c(S(=O)(=O)N2CCOC2CNC(=O)C(=O)NCCN2CCOCC2)c(C)c1 (stereo unspecified)
-1,1.3,-6,0.2,2,2,2,3,96,3,COc1ccc(CCNC2=NCCS2)cc1OC
7,-3.2,-7,0.0,-5,0,-4,0,94,-3,CCOc1ccc(NC(=O)c2sc3nc4n(c(=O)c3c2C)CCC4)cc1
27,-2.3,12,-0.1,2,1,-4,1,108,2,CCCC(C(=O)NC1=NCCS1)c1ccccc1 (stereo unspecified)
8,-3.0,3,0.0,2,5,72*,-1,95,14,O=C(COC(=O)c1ccco1)NC1CCCC1
3,-0.3,1,-0.3,0,0,-2,1,97,2,CCN(C[C@H]1N[C@@](C)(C(=O)OC)[C@H]2C(=O)N(C)C(=O)[C@@H]12)S(=O)(=O)c1ccc(C)cc1
-3,1.6,-10,0.0,-8,-3,3,1,96,·,Cc1cccc(-n2ncc3c(NCc4cccs4)ncnc32)c1

10 successive entries out of the list so far:
MC4R antag cAMP,MC4R barr agon,NOD2 RIPK2 PPI,aDG glyco up,ABHD5-PLIN5 inh,TLR9-MyD88 inh,Exocytosis inh,Glyco luc inh,ABCB6 inh MLPCN,Vif inh,compound
-2,-1.0,-4,-0.1,-7,1,5,-1,99,-10,COc1ccc(C(=O)c2ccc(Br)cc2)cc1
3,-2.3,-5,0.1,4,-3,-2,4,100,-12,CCOC(=O)c1cccc(NC(=O)C2CCC(CNc3c(N4CCOCC4)c(=O)c3=O)CC2)c1 (stereo unspecified)
5,-0.7,-2,-0.1,54*,-4,33,4,99,4,Fc1ccc(C[n+]2csc3ccccc32)cc1
3,0.3,-14,0.3,6,-12,2,0,96,3,Cc1cc(C)c(S(=O)(=O)N2CCOC2CNC(=O)C(=O)NCCN2CCOCC2)c(C)c1 (stereo unspecified)
-1,1.3,-6,0.2,2,2,2,3,96,3,COc1ccc(CCNC2=NCCS2)cc1OC
7,-3.2,-7,0.0,-5,0,-4,0,94,-3,CCOc1ccc(NC(=O)c2sc3nc4n(c(=O)c3c2C)CCC4)cc1
27,-2.3,12,-0.1,2,1,-4,1,108,2,CCCC(C(=O)NC1=NCCS1)c1ccccc1 (stereo unspecified)
8,-3.0,3,0.0,2,5,72*,-1,95,14,O=C(COC(=O)c1ccco1)NC1CCCC1
3,-0.3,1,-0.3,0,0,-2,1,97,2,CCN(C[C@H]1N[C@@](C)(C(=O)OC)[C@H]2C(=O)N(C)C(=O)[C@@H]12)S(=O)(=O)c1ccc(C)cc1
-3,1.6,-10,0.0,-8,-3,3,1,96,·,Cc1cccc(-n2ncc3c(NCc4cccs4)ncnc32)c1
